Screens as filed in PubChem BioAssay.
Lipid storage S3 – qHTS Assay for Lipid Storage Modulators in Drosophila S3 Cells | Drosophila S3 cells, BODIPY lipid droplet fluorescence, 18-24 h; cells fed with added oleic acid | Potency in µM for hits, for the others lipid storage change, negative = inhibition, % at the top dose, mostly 46.1 µM | 0.64% of 320,000 active; active means well fitted inhibition curve with a large enough effect in the signal ratio, with a control signal flat, not every such curve was filed as active; inconclusive means small, poorly fitted or top-dose-only effect, or effect the other way, or a change in a side signal; the % refers to the signal ratio
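Laser-scanning cytometry quantifies lipid droplet accumulation (500–530 nm total intensity; droplet/cell object ratio) in oleic acid-fed (400 uM added) Drosophila S3 cells treated with a concentration series. 20 uM Triacsin C defined 100% inhibition.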
Lipid storage S3 cell count max – second read-out of Lipid storage S3, no call of its own (marks repeat the call); cell number change, %; measured here: cell count max response;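 cells counted by Cell Tracker Red CMTPX staining in the red channel; peak over a dose series mostly up to 46.1 µM; percent activity relative to internal control wells on each plate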
* hit, by the source's call; & = joins results of further samples. On the % scale 0 is the no-effect control and ±100 the full control effect; potency means the concentration at half of the fitted maximal effect. Not all compounds are listed, so the mix of outcomes need not match the whole.

For COc1ccccc1N1CCN(CC(O)c2ccc3cc[nH]c3c2)CC1 (stereo not given) the results were Lipid storage S3 -2.1%.
Screening CCC(=O)N1c2ccccc2C(N(C(=O)CC)c2ccccc2)CC1C (stereo not given) returned Lipid storage S3 inconclusive.
CC(C)CCNC(=O)Nc1ccc2c(c1)N(C)C(=O)CS2 was read as Lipid storage S3 inconclusive.
O=C(CSc1nnnn1-c1ccc2c(c1)OCO2)NCc1ccccc1 was read as Lipid storage S3 inconclusive.
`CC(C)CCOc1ccc(C(=O)O)cc1` gave Lipid storage S3 -8.2% and Lipid storage S3 cell count max -0.4.
Cc1ccc(NC(=O)NC(=O)CSc2nnc(-c3ccc(Cl)cc3Cl)n2N)c(C)c1 was read as Lipid storage S3 inconclusive.
`COc1ccc(/C=C(\NC(=O)c2ccc(Cl)cc2)C(=O)NCC2CCCO2)cc1OC` (stereo not given) gave Lipid storage S3 inactive and Lipid storage S3 cell count max -8.6.
`CC(=O)/C=C(/C)NC(Cc1c[nH]c2ccccc12)C(=O)O` (stereo not given) gave Lipid storage S3 18.0%&3.8% and Lipid storage S3 cell count max 15.7&3.2.
`CCn1cnc2sc(C(=O)N3CCN(c4ccc(OC)cc4)CC3)c(C)c2c1=O` gave Lipid storage S3 inconclusive.
Screening O=[N+]([O-])c1cccc(Cl)c1N1CCOCC1 returned Lipid storage S3 20.1% and Lipid storage S3 cell count max 0.3.
Cn1nc(C(=O)NCc2ccccn2)c2ccccc2c1=O was read as Lipid storage S3 inconclusive.
For Nc1nnnn1N=C1CCCCC1 the results were Lipid storage S3 inconclusive.
`NNC(=O)c1nn(-c2ccccc2)cc1O` gave Lipid storage S3 inactive.
For CCOC(=O)c1c(-c2ccc(F)cc2)csc1NC(=O)CCN1C(=O)c2ccccc2C1=O the results were Lipid storage S3 15.8% and Lipid storage S3 cell count max 13.4.
`Cc1cccc(C)c1NC(=S)N(Cc1cccnc1)Cc1ccccc1Cl` gave Lipid storage S3 0.7% and Lipid storage S3 cell count max 8.8.
CC(C)CCNC(=O)CCSCCC(=O)NCCC(C)C was read as Lipid storage S3 0.4% and Lipid storage S3 cell count max -0.8.
Screening CC(C)c1nnc(NC(=O)COc2ccc3c(c2)OCO3)s1 returned Lipid storage S3 inconclusive.
`CCOC(=O)N1CCN(Cc2ccc(OCC(O)CN3CCCCC3)cc2)CC1` (stereo not given) gave Lipid storage S3 18.5%.
COc1ccccc1CNC(=O)c1ccc(NC2=NC3CS(=O)(=O)CC3S2)cc1 (stereo not given) was read as Lipid storage S3 inactive and Lipid storage S3 cell count max -14.3.
Screening O=C(CCNC(=O)c1ccc(Br)cc1)Nc1ccccc1N1CCCC1 returned Lipid storage S3 24.7% and Lipid storage S3 cell count max 19.2.
CCOCCCNC(=O)Cc1ccc(F)cc1 was read as Lipid storage S3 -1.5% and Lipid storage S3 cell count max -7.6.
Screening O=C(c1ccc(Cl)c([N+](=O)[O-])c1)N(Cc1ccco1)C1CCS(=O)(=O)C1 (stereo not given) returned Lipid storage S3 inconclusive.
O=C(O)c1ccccc1-c1ccccc1C(=O)Nc1ccc(-c2nc3cc(Cl)ccc3o2)cc1 was read as Lipid storage S3 -0.2% and Lipid storage S3 cell count max 1.8.
For CSc1ccccc1C(=O)Nc1cccc(C(C)O)c1 (stereo not given) the results were Lipid storage S3 inactive and Lipid storage S3 cell count max 3.9.
For CCOC(=O)C(=O)N=Nc1c(O)n(C)c2ccccc12 the results were Lipid storage S3 3.2% and Lipid storage S3 cell count max 6.0.
For Cc1cc(C2=NNC(=NCCc3ccccc3)SC2)c(C)n1-c1c(C)n(C)n(-c2ccccc2)c1=O the results were Lipid storage S3 26.2% and Lipid storage S3 cell count max 17.2.
`COc1ccc(-c2nnn(CC(=O)c3ccccc3)n2)cc1OC` gave Lipid storage S3 inconclusive.
For CCCNC(=O)COC(=O)/C(C#N)=C/c1cc(C)n(CCC)c1C the results were Lipid storage S3 inconclusive.
For O=C(CSc1nc2ccccc2[nH]1)N1CCN(c2ccccc2)CC1 the results were Lipid storage S3 inactive and Lipid storage S3 cell count max 3.5.
For CC1=C(C(=O)OCC2CCCO2)C(c2ccncc2)C2=C(CCCC2=O)N1 (stereo not given) the results were Lipid storage S3 10.2% and Lipid storage S3 cell count max 0.6.
For CCOC(=O)N1CCC(NC(=O)C2CCCN2C(=O)OCc2ccccc2)CC1 (stereo not given) the results were Lipid storage S3 10.3% and Lipid storage S3 cell count max -10.0.
Screening CC(=O)Nc1ccc(OCc2ccc(S(=O)(=O)Cc3ccccc3)cc2)cc1 returned Lipid storage S3 inconclusive.
Screening Cc1csc2c(N(C)CCO)ncnc12 returned Lipid storage S3 11.1% and Lipid storage S3 cell count max 26.1.
For O=[N+]([O-])CC(c1ccc(F)cc1)c1c[nH]c2ccccc12 (stereo not given) the results were Lipid storage S3 inconclusive.
`CN(C)c1ccc(C2Nc3ccccc3C(=O)N2CCN2CCNC2=O)cc1` (stereo not given) gave Lipid storage S3 -0.2% and Lipid storage S3 cell count max 12.9.
`CCCc1c(C(=O)N/N=C/c2cccnc2)nnn1-c1nonc1N` gave Lipid storage S3 inconclusive.
`Cc1ccc(CNC(=O)COC(=O)[C@@H]2CC(O)CN2S(=O)(=O)c2ccc3c(c2)OCCO3)cc1` (stereo not given in full) gave Lipid storage S3 4.6% and Lipid storage S3 cell count max 6.9.
For COc1ccc2nc(NC(=O)c3cccc(-c4cc5ccccc5oc4=O)c3)sc2c1 the results were Lipid storage S3 inconclusive.
Screening CC(C)C1=CC(=NS(=O)(=O)c2cccc([N+](=O)[O-])c2)C=C(C(C)C)C1=O returned Lipid storage S3 -7.8% and Lipid storage S3 cell count max 0.7.
CCCCNc1c(C(=O)OCC)c(=O)[nH]c2ccccc12 was read as Lipid storage S3 15.4% and Lipid storage S3 cell count max -16.9.

Molecules above with a thiophene ring, fused or not (3):
`CCn1cnc2sc(C(=O)N3CCN(c4ccc(OC)cc4)CC3)c(C)c2c1=O` gave Lipid storage S3 inconclusive.
For CCOC(=O)c1c(-c2ccc(F)cc2)csc1NC(=O)CCN1C(=O)c2ccccc2C1=O the results were Lipid storage S3 15.8% and Lipid storage S3 cell count max 13.4.
Screening Cc1csc2c(N(C)CCO)ncnc12 returned Lipid storage S3 11.1% and Lipid storage S3 cell count max 26.1.

Next part
`COc1ccc(OC)c(-c2nn(-c3ccccc3)cc2C(=O)NCC(c2ccco2)N2CCCC2)c1` (stereo not given) gave Lipid storage S3 inconclusive.
`COc1cccc2sc(NC(=O)c3ccc(Br)s3)nc12` gave Lipid storage S3 inconclusive.
Screening COc1ccc2oc(=O)c(C(=O)NCC3CCCO3)cc2c1 (stereo not given) returned Lipid storage S3 20.3% and Lipid storage S3 cell count max 23.8.
Screening Cc1ccc(-c2noc(N=O)c2NO)cc1 returned Lipid storage S3 inconclusive.
For COC(=O)CCC(=O)NC1CC(C)(C)Cc2c1cnn2-c1ccc(F)cc1 (stereo not given) the results were Lipid storage S3 inconclusive.
COc1ccccc1CNS(=O)(=O)c1c(C)nc2sccn2c1=O was read as Lipid storage S3 23.3% and Lipid storage S3 cell count max -6.6.
COc1cccc(C(=O)CSc2nnc(-c3ccco3)n2CC2CCCO2)c1 (stereo not given) was read as Lipid storage S3 inconclusive.
Cc1ccccc1NC(=O)c1cccc(N2C(=O)C3C4CC(C(Br)C4Br)C3C2=O)c1 (stereo not given) was read as Lipid storage S3 inconclusive.
CCCCCCC#Cc1cncc(C(=O)NNC(=O)Nc2cc(Cl)cc(Cl)c2)c1 was read as Lipid storage S3 -2.1% and Lipid storage S3 cell count max -14.5.
`CCN(CC(=O)Nc1c(F)cccc1F)C(=O)C1CCN(C(=O)Nc2ccccc2)CC1` gave Lipid storage S3 -22.3% and Lipid storage S3 cell count max -26.5.
Screening CC(O)CNc1nc2c(c(=O)n(C)c(=O)n2C)n1Cc1cccc(Br)c1 (stereo not given) returned Lipid storage S3 inconclusive.
For CCS(=O)(=O)N1CCC2(CC1)OCCN2S(=O)(=O)c1ccc(OC)cc1 the results were Lipid storage S3 inconclusive.
CCOc1ccc(CN2CCNC(=O)C2CC(=O)NCCc2ccccn2)cc1 (stereo not given) was read as Lipid storage S3 1.8% and Lipid storage S3 cell count max -3.5.
`CCn1c(=O)cc(OCC(=O)Nc2ccccc2C#N)c2ccccc21` gave Lipid storage S3 inactive.
O=C(O)c1ccccc1-c1ccccc1C(=O)Nc1ccc2c(c1)CCC2 was read as Lipid storage S3 inconclusive.
`CC1CCCCN1S(=O)(=O)c1ccc(C(=O)Nc2nnc(-c3ccncc3)o2)cc1` (stereo not given) gave Lipid storage S3 -0.3% and Lipid storage S3 cell count max 21.6.
O=C(NCc1ccco1)c1ccc(COCC(F)(F)F)cc1 was read as Lipid storage S3 -2.4% and Lipid storage S3 cell count max 4.4.
Screening Cc1ncsc1CCOC(=O)C12CC3CC(CC(C3)C1)C2 returned Lipid storage S3 inconclusive.
`COC(c1ccccc1)c1nnc(CCC(=O)N2CCN(C3CCCC3)CC2)o1` (stereo not given) gave Lipid storage S3 inactive and Lipid storage S3 cell count max 22.7.
`S=C1NC(C23CC4CC(CC(C4)C2)C3)=CC(c2ccc3c(c2)OCO3)N1` (stereo not given) gave Lipid storage S3 4.8% and Lipid storage S3 cell count max 0.4.

Copied from the results shown (two entries):
Screening Cc1ccc(-c2noc(N=O)c2NO)cc1 returned Lipid storage S3 inconclusive.
For COC(=O)CCC(=O)NC1CC(C)(C)Cc2c1cnn2-c1ccc(F)cc1 (stereo not given) the results were Lipid storage S3 inconclusive.

Next part
Cc1cc(C)c2c3c(sc2n1)C(=O)N(Cc1ccccc1)CC(=O)N3 was read as Lipid storage S3 inconclusive.
For COc1cc(/C=N/NC(=O)C(=O)NCc2ccco2)ccc1O the results were Lipid storage S3 14.2% and Lipid storage S3 cell count max 11.7.
For C=C1CC(C(=O)N/N=C/c2ccccc2)C1 the results were Lipid storage S3 -2.0% and Lipid storage S3 cell count max 16.9.
CNC(=O)CN(C1CCCCC1)S(=O)(=O)c1ccc(OC)c(Cl)c1 was read as Lipid storage S3 inconclusive.
Screening Cc1cccc(C(=O)Nc2ccccc2-c2nnn(CC(=O)Nc3ccc4c(c3)OCCO4)n2)c1 returned Lipid storage S3 inconclusive.
For C=CCn1c(=O)c2ccccc2n2c(SCc3nc(N)nc(Nc4ccccc4C)n3)nnc12 the results were Lipid storage S3 inconclusive.
For COc1ccc(NC(=O)c2cc(-c3ccc4c(c3)OCO4)on2)cc1OC the results were Lipid storage S3 inconclusive.
`Cc1cc(C)c(/C=N/n2c(C)cc(C)c(C#N)c2=O)c(C)c1` gave Lipid storage S3 inconclusive.
For C[C@@]12C(=O)N(CC3CC3)CC(=O)N1[C@H](C1CC1)[C@@H]1C(=O)N(c3ccccc3)C(=O)[C@@H]12 the results were Lipid storage S3 inactive and Lipid storage S3 cell count max 12.0.
Screening O=C(Nc1ccc2c(c1)OCO2)C1Cc2ccccc2CN1S(=O)(=O)c1cccs1 (stereo not given) returned Lipid storage S3 inconclusive.
COc1ccc(Cl)cc1C(=O)OCC(=O)Nc1cccnc1Cl was read as Lipid storage S3 inconclusive.
Screening O=C(CCCCn1c(=O)c2ccccc2n(CC(=O)Nc2ccc(F)cc2)c1=O)NCc1ccco1 returned Lipid storage S3 inactive.
O=C(Cn1cnc2ccccc21)Nc1cc(C(F)(F)F)ccc1N1CCOCC1 was read as Lipid storage S3 8.0% and Lipid storage S3 cell count max -14.8.
Cc1cc(C(F)F)nn1CC(=O)NCc1ccccc1F was read as Lipid storage S3 13.3% and Lipid storage S3 cell count max -0.5.
For O=C1CC(c2ccccc2)CC(=O)C1=CN1CCCC1 (stereo not given) the results were Lipid storage S3 23.8% and Lipid storage S3 cell count max 20.7.
O=C(CN1CCCCC1)Nc1cc(S(=O)(=O)N2CCOCC2)ccc1N1CCCC1 was read as Lipid storage S3 inconclusive.
`CCn1c2ccccc2c2cc(NC(=O)c3ccco3)ccc21` gave Lipid storage S3 inconclusive.
`Cc1cc(NC(=O)CSc2nnc(-c3cccs3)n2N)no1` gave Lipid storage S3 inconclusive.
`CNC(=O)c1ccsc1NC(=O)c1ccc(S(=O)(=O)N2CCc3ccccc32)cc1` gave Lipid storage S3 inconclusive.
Screening COc1cccc(CN(C(=O)c2ccccc2Br)C2CCS(=O)(=O)C2)c1 (stereo not given) returned Lipid storage S3 inconclusive.

Sorted by formula weight (smallest number first): part of the list above
Screening COc1cccc(CN(C(=O)c2ccccc2Br)C2CCS(=O)(=O)C2)c1 (stereo not given) returned Lipid storage S3 inconclusive.
`CNC(=O)c1ccsc1NC(=O)c1ccc(S(=O)(=O)N2CCc3ccccc32)cc1` gave Lipid storage S3 inconclusive.
For C=CCn1c(=O)c2ccccc2n2c(SCc3nc(N)nc(Nc4ccccc4C)n3)nnc12 the results were Lipid storage S3 inconclusive.

(cont.)
CCN(C(=O)CSc1nnc(-c2c[nH]c3ccccc23)o1)C1CCS(=O)(=O)C1 (stereo not given) was read as Lipid storage S3 -4.9% and Lipid storage S3 cell count max -12.4.
`OCc1cc(Br)ccc1OCc1nc2ccccc2s1` gave Lipid storage S3 inconclusive.
For CC(C)c1ccc(NC(=O)C(c2ccccc2)N(Cc2ccco2)C(=O)CC2NC(=O)NC2=O)cc1 (stereo not given) the results were Lipid storage S3 4.3% and Lipid storage S3 cell count max 3.8.
Cc1oc(S(=O)(=O)N(C)C)cc1C(=O)Nc1ccc(F)cc1 was read as Lipid storage S3 inconclusive.
